D1 potentiator: human D1 dopamine receptor positive modulation | P21728 | HEK293 TREx D1 cells, calcium flux, dopamine EC20 potentiation | potentiation, % at 10 µM | actives 0.036% (n = 360,000); in the data active = potentiation above about 30%; also: 0% is about no effect
Target sequence (P21728 whole entry, looked up): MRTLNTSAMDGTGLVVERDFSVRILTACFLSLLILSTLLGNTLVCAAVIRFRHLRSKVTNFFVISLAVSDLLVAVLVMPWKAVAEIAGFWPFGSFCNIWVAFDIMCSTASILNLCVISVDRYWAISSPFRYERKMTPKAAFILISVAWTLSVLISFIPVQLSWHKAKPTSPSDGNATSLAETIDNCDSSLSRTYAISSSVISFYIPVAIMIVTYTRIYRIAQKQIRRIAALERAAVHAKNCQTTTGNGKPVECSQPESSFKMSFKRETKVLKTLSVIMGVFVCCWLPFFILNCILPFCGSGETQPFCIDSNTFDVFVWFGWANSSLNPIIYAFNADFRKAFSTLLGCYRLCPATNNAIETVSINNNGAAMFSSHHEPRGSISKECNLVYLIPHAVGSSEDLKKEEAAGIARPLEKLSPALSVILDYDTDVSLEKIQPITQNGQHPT
TRHR enhancer: allosterically enhances the human TRH receptor; actives 0.66% (n = 360,000); TRHR cells, fluo-8 calcium fluorescence, EC20 TRH enhancement; enhancement, % at 2 µM; AID 493056; in the data active = enhancement above about 30%; also: 0% is about no effect
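TRHR-expressing cells loaded with fluo-8 calcium dye were read kinetically (ex 480/em 530) during compound addition, then stimulated with an EC20 of TRH (10 nM final). Enhancement of the Gq-mediated intracellular calcium response was scored.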
D2 ag: activates the human D2 dopamine receptor. P14416. HEK293 T-REx D2 cells, calcium flux agonist mode. activation, % at 2 µM. actives 0.53% (n = 340,000);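 active = activation over 3 SD above normal in the single-dose calcium agonist read, cut at about 30% in these data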; also: 0% is about no effect
Target sequence (P14416 whole entry, looked up): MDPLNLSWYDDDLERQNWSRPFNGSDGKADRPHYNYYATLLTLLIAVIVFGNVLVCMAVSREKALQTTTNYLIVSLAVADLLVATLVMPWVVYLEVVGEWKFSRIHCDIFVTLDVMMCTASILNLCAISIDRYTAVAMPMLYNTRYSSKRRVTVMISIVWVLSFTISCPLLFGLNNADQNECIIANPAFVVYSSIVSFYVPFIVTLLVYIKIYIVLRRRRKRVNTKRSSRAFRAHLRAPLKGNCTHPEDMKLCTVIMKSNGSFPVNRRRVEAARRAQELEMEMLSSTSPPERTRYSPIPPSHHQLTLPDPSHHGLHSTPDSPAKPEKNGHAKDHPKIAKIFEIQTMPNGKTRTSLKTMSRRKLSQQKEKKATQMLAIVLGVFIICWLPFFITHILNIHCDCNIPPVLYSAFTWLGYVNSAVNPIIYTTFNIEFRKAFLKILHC
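HEK293 Trex D2 cells, tetracycline-induced, o/n 30 C 5% CO2; no-wash Ca dye, RT 30–90 min; 10-cycle baseline, 23 nl cpd added, kinetic Ca read 180 s; agonist hits = positive Ca response.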
D1 agonist: agonists of human D1 dopamine receptor | actives 1% (n = 360,000) | P21728 | HEK293 T-REx D1 cells, calcium flux, agonist mode | activation, % at 2 µM; also: 0% is about no effect
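Inducible HEK293 T-REx D1 cells, force-coupled to calcium signalling, were plated at 4000 cells/well with tetracycline and held overnight at 30 C. After no-wash calcium dye loading, compound-evoked calcium rise over 180 s flagged agonists.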
D2 antagonist: antagonizes the human D2 dopamine receptor. actives 2% (n = 340,000). HEK293 TREx D2 cells, calcium flux, dopamine EC80. P14416. AID 485344. inhibition, % at 10 µM; in the data active = inhibition above about 30%; also: 0% is about no effect
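Calcium mobilization kinetics were recorded at 1 s intervals in tetracycline-induced HEK293 T-REx D2 cells, first for 180 s after compound addition and then 180 s after EC80 dopamine.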
RXFP1 antag: blocks the human relaxin receptor RXFP1. actives 0.59% (n = 350,000). HEK293-RXFP1, relaxin-stimulated cAMP HTRF, 30 min; stronger effect = lower value. Q9HBX9. activity change, negative = inhibition, % at 57.5 µM;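 active = activity change of -60% or lower, but not beyond a set lower limit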; also: % is scaled to controls: 0 for no effect and ±100 for the full control effect
TRHR agonist: TRH receptor (human) agonism | TRHR cells, calcium flux fluo-8, FDSS agonist mode | activation, % at 2 µM | actives 0.18% (n = 360,000); also: 0% is about no effect
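Agonist-mode FDSS calcium read (Ex 480/Em 530, 1 s cycles) in 1536-well TRHR cells with fluo-8 dye, after 10-cycle baseline and 23 nL compound addition; TRH at EC20 (10 nM final) added afterwards for the enhancer phase.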
D1 antagonist: antagonists of human D1 dopamine receptor | HEK293 TREx D1 cells, calcium flux, dopamine EC80; stronger effect = lower value | AID 504652 | activity change, negative = inhibition, % at 10 µM | actives 3.2% (n = 360,000); in the data active = activity change below about -30%; also: % is scaled to controls: 0 for no effect and ±100 for the full control effect
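Antagonism measured as reduced calcium response to an EC80 dopamine addition following 180 s compound pre-read; cells were inducible HEK293 Trex D1 plated overnight at 30 C, read kinetically at 1 cycle/sec.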
D2 PAM: D2 dopamine receptor (human) potentiation | HEK293 T-REx D2, calcium flux, EC20 dopamine potentiation | potentiation, % at 10 µM | P14416 | actives 0.34% (n = 340,000);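 active = potentiation over 3 SD above the plate norm, cut at about 30% in these data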; also: 0% is about no effect
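Tetracycline-induced Hek293 Trex D2 cells, force-coupled to calcium, loaded with no-wash calcium dye. Compound added with 180 s kinetic read for agonism, then EC20 dopamine and a further 180 s read for potentiation.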
Starred values were filed as active, the others as inactive; . = no result given. Rule as the data show it, unless noted: active = activation above about 30%; inactive = the rest. Rows are unselected; any-hit rate near 7.3%.

Sequence of screens – D1 potentiator	TRHR enhancer	D2 ag	D1 agonist	D2 antagonist	RXFP1 antag	TRHR agonist	D1 antagonist	D2 PAM
- CC(NC(=O)c1cccnc1)c1ccc2c(c1)OCO2 (stereo unspecified)
→ -2	-1	-0.7	3	11	-13	0.2	-4	9
- Cc1ccc(-c2cn3nc(N4CCC(C(=O)Nc5ccccc5C)CC4)sc3n2)cc1
→ 2	8	0.0	0	.	0	0.1	0	-6
- COc1cccc(NC(=O)Cn2c(=O)n(Cc3ccc4c(c3)OCO4)c(=O)c3oc4ccccc4c32)c1
→ -3	-2	-1.1	2	.	-4	0.7	-1	-1
- O=c1[nH]oc(O)c1-c1ncc(C(F)(F)F)cc1Cl
→ 9	0	1.8	5	-2	1	0.2	28	-3
- COc1cccc(CC(=O)OCC(=O)NC2CCCC2)c1
→ .	9	-0.5	2	13	8	0.1	17	-1
- COC(=O)c1ccccc1NC(=O)CSc1nc(O)cc(=O)n1C1CCCC1
→ -3	9	-0.4	0	11	9	1.3	2	7
- COc1ccc(CCCC(=O)N/N=C/c2ccc(C)cc2)cc1
→ -5	5	-0.1	-1	-2	-2	0.0	-1	-4
- CCCCc1ccc(NC(=O)C2CCN(S(C)(=O)=O)CC2)cc1
→ 0	2	-0.2	0	-15	-7	-0.4	2	7
- O=C(Cn1nnc(-c2cccc(C(F)(F)F)c2)n1)N1CCOCC1
→ 2	2	0.4	2	5	0	0.0	3	11
- O=C1COc2ccc(C(=O)COC(=O)CCc3ccc(S(=O)(=O)N4CCOCC4)cc3)cc2N1
→ -4	2	0.2	5	-11	-20	1.7	-7	20
- O=C(c1cccc2ccccc12)C1CCCN(C(=O)CCc2cnccn2)C1 (stereo unspecified)
→ 3	17	0.8	2	0	1	0.0	3	0
- O=C(CN1CCN(C(=O)C2CCCO2)CC1)Nc1cc(Cl)ccc1Cl (stereo unspecified)
→ 2	10	0.0	14	6	-3	-0.3	-6	-3
- CC(C)CCNC(=O)CC1C(=O)N(Cc2ccccc2)C(C)c2nc3ccccc3n21 (stereo unspecified)
→ -2	5	-0.7	0	-6	5	0.5	11	0
- CCOC(=O)C1(CC2CC2)CCN(Cc2cn[nH]c2-c2cccc(F)c2)CC1
→ -7	-4	-1.4	1	0	-9	1.7	-38*	-6
- Cc1ccc(NC(=O)c2csc(-c3ccccc3)c2C)cc1
→ -1	9	-0.3	7	-10	-9	-0.3	-5	13
- CCOc1ccc2[nH]c(C)c(CN3CCN(CC)CC3)c(=O)c2c1
→ -4	-1	1.8	3	-17	-9	-0.2	-10	-1
- COCCCN(C(=S)Nc1ccc(OC)cc1)C(C)c1ccncc1 (stereo unspecified)
→ 1	23	0.5	1	11	-4	0.0	6	-11
- CC(C)c1cc(C(=O)N/N=C/c2ccoc2)c(O)c(C(C)C)c1
→ -12	0	-0.1	3	4	3	-0.3	-1	-20
- CC1=C(C(N)=O)C(c2cccc(O)c2)n2ncnc2N1 (stereo unspecified)
→ 2	3	-0.1	4	.	.	0.3	0	10
- CCn1c(=O)c2c(nc3n2CCCN3CCc2ccccc2)n(C)c1=O
→ 2	-1	0.6	-1	-13	-7	0.3	8	13

Six entries picked at random from those above:
Sequence of screens – D1 potentiator	TRHR enhancer	D2 ag	D1 agonist	D2 antagonist	RXFP1 antag	TRHR agonist	D1 antagonist	D2 PAM
- O=C(Cn1nnc(-c2cccc(C(F)(F)F)c2)n1)N1CCOCC1
→ 2	2	0.4	2	5	0	0.0	3	11
- CCCCc1ccc(NC(=O)C2CCN(S(C)(=O)=O)CC2)cc1
→ 0	2	-0.2	0	-15	-7	-0.4	2	7
- Cc1ccc(-c2cn3nc(N4CCC(C(=O)Nc5ccccc5C)CC4)sc3n2)cc1
→ 2	8	0.0	0	.	0	0.1	0	-6
- COc1ccc(CCCC(=O)N/N=C/c2ccc(C)cc2)cc1
→ -5	5	-0.1	-1	-2	-2	0.0	-1	-4
- CCOC(=O)C1(CC2CC2)CCN(Cc2cn[nH]c2-c2cccc(F)c2)CC1
→ -7	-4	-1.4	1	0	-9	1.7	-38*	-6
- Cc1ccc(NC(=O)c2csc(-c3ccccc3)c2C)cc1
→ -1	9	-0.3	7	-10	-9	-0.3	-5	13

Additional results
Sequence of screens – D1 potentiator	TRHR enhancer	D2 ag	D1 agonist	D2 antagonist	RXFP1 antag	TRHR agonist	D1 antagonist	D2 PAM
- O=c1c(CO)cc(CO)cc(CO)c1O
→ 6	5	-0.5	1	-4	0	-0.1	-3	28
- CCCCCCC(=O)Nc1ccc(Cl)cn1
→ -4	4	-0.2	2	0	3	0.0	-1	4
- O=c1oc2ccc(Br)cc2cc1-c1nc2ccccc2o1
→ -2	3	0.1	5	-4	-4	-0.2	7	9
- O=C1CCc2cc(S(=O)(=O)N3CCC(C(=O)Nc4nccs4)CC3)ccc2N1
→ 0	-4	2.4	4	12	.	0.3	17	7
- Cc1nnc(C)n1/N=C/c1cccnc1
→ -1	2	-0.5	1	-17	1	0.0	.	-1
- CN(Cc1cccc(Cl)c1Cl)CC(O)COc1ccccc1 (stereo unspecified)
→ -7	5	-0.8	1	-5	-10	0.2	-1	-5
- O=C(NC1=NCCS1)C1CC(=O)N(c2ccc(F)cc2)C1 (stereo unspecified)
→ -1	-2	0.0	2	-9	-6	-0.4	-4	-8
- CCOC(=O)c1c(C)oc2ccc(N(C(=O)Oc3ccccc3)S(=O)(=O)c3ccc(CC)cc3)cc12
→ 0	5	-0.8	3	.	-17	0.3	-5	1
- Cc1ccc(S(=O)(=O)N2CCN(Cc3ccccc3Cl)CC2)cc1
→ -1	-14	-0.1	1	.	-23	0.3	-8	3
- Cc1ccc(N(C(=O)c2snc(C(N)=O)c2N)C(C(=O)NC2CCCC2)c2ccco2)cc1 (stereo unspecified)
→ 1	-11	-0.6	8	4	-6	-0.2	16	2
- CC1CN(c2ccccc2)c2nc3c(c(=O)[nH]c(=O)n3C)n2C1 (stereo unspecified)
→ -9	3	-0.3	3	-5	8	-0.3	-8	-3
- COc1ccccc1N1CCN(C(=O)CCC(=O)N2CCN(c3ccc(F)cc3)CC2)CC1
→ -3	10	-0.7	7	-8	-7	-0.4	-27	4
- CCOC(=O)C1CCN(C(=O)c2ccc3c(Cl)c4c(nc3c2)CCCC4)CC1
→ 3	0	-0.7	0	5	14	-0.5	-4	-2
- COc1ccc(CNC(=O)c2cc3c(s2)-c2c(C)cccc2OC3)cc1
→ -6	-3	0.3	4	.	-3	0.7	-7	-21
- CCCNC(=O)C(CC)NC(=O)c1cccc([N+](=O)[O-])c1 (stereo unspecified)
→ 7	-4	-0.2	-1	15	.	0.3	5	8
- COc1ccc(C(=O)N/C(=C\c2ccccc2)C(=O)Nc2cccc(C(=O)O)c2)cc1
→ -4	-1	0.2	3	-4	3	0.2	-3	6
- Cc1ccc(OCC(=O)N2CCN(S(=O)(=O)c3ccc(Cl)cc3)CC2)c([N+](=O)[O-])n1
→ 4	-1	-1.2	0	18	10	0.6	-5	5
- COc1ccc(CC(=O)NNC(=O)Cc2ccc(OC)cc2)cc1
→ 1	1	0.7	1	17	.	0.0	-10	12
- COc1ccc(C(=O)[C@@H]2CC[C@](C)(C(=O)O)C2(C)C)cc1
→ -9	-3	0.8	3	1	.	0.5	1	-7
- CC(=O)c1cccc(NC(=O)COc2nsnc2N2CCOCC2)c1
→ -5	-3	0.5	6	4	-14	0.7	-35*	1
- COc1ccc(CC(O)CC2c3c(cc4c(c3OC)OCO4)CCN2C)cc1 (stereo unspecified)
→ -2	0	.	3	.	-1	0.3	9	-27
- CCCCc1ccc(S(=O)(=O)NC2CCS(=O)(=O)C2)cc1 (stereo unspecified)
→ -3	1	0.6	8	5	2	-2.8	-16	-1
- COc1cc(C(=O)Nc2sc3c(c2C(=O)NCc2ccco2)CCCC3)cc(OC)c1OC
→ -1	-4	1.5	2	-3	-1	1.3	4	-2
- Cc1ccccc1NC(=O)C1COc2ccccc2O1 (stereo unspecified)
→ -1	3	-1.0	0	10	0	-0.2	7	3
- CCCn1c(N)c(C(=O)COC(=O)CCS(=O)(=O)c2ccc(C)cc2)c(=O)[nH]c1=O
→ 3	8	-0.2	1	-8	-5	0.2	3	5
- Cc1ccc(C2N(c3ccccc3)C(=O)N3CCCN23)cc1 (stereo unspecified)
→ -3	-2	-0.3	-2	-4	4	-0.7	.	11
- COc1ccc(NC(=O)CN(C)C(=O)c2cc(S(=O)(=O)N(C)C)ccc2N2CCCC2)cc1
→ 0	5	0.7	0	38*	-4	-0.2	11	8
- Cc1occc1-c1nnc(SCC(=O)Nc2ccccn2)o1
→ 1	39*	-0.1	9	-5	-7	-0.1	3	3
- Nc1ccc(-n2nc(C(F)(F)F)cc2C(F)(F)F)cc1
→ -3	-5	0.6	7	-39	11	5.7	-16	-5
- CCOC(=O)c1sc(=NC(=O)c2ccc(F)cc2)n(C)c1C
→ 12	3	0.1	3	-4	1	0.7	6	1
- Cc1cc(=O)n(Cc2ccccc2)c2c1c(C)nn2-c1ccccc1
→ -1	4	-1.1	13	.	-3	1.2	-10	14
- CCc1ccc(C(=O)NCC2COc3ccccc3O2)o1 (stereo unspecified)
→ 1	60*	0.2	5	-15	0	0.1	1	10
- CCOC(=O)c1ccc(NC(=O)CSc2ncccn2)cc1
→ -2	-2	4.6	6	23	2	1.6	3	-1
- CC(CNC(=O)CN1C(=O)NC2(CCCCC2C)C1=O)c1ccccc1 (stereo unspecified)
→ -4	7	0.0	2	4	-9	0.1	2	-4
- COc1ccccc1C1Nc2c(sc3nc(C)cc(C)c23)C(=O)N1c1ccccc1 (stereo unspecified)
→ 2	-2	.	0	.	-3	-2.0	-1	-4
- COC(=O)c1ccc(NC(=O)CCN2CCN(CCC(=O)Nc3ccc(C(=O)OC)cc3)CC2)cc1
→ -4	2	-0.5	2	-10	-4	0.5	3	12
- CCN1CCCC1CNC(=O)CS(=O)(=O)Cc1nc(-c2ccccc2C)oc1C (stereo unspecified)
→ 4	-1	0.9	3	-22	-5	0.0	-1	9
- CCCCC(=O)Nc1ccc(NC(=S)NC(=O)CC)cc1OC
→ -2	2	0.7	0	-7	26	0.3	2	8
- CCCCn1nc2cc(C(=O)NCc3ccccc3)ccc2c1OCC
→ -14	1	0.2	1	-8	.	-2.1	11	7
- Cc1ccccc1N1CCN(C2CCCN(C(=O)c3cn4c(C)cccc4n3)C2)CC1 (stereo unspecified)
→ 0	8	0.9	4	2	2	-1.5	6	-2
- COC(=O)c1cc2c(ccn2-c2ccc(F)cc2)n1CC(=O)N1CCN(C(=O)c2ccco2)CC1
→ -4	-1	3.1	-1	3	2	-0.5	22	-6
- Cc1cccc(-c2nc(CSCC(=O)N3CCN(c4ccccc4)CC3)c(C)o2)c1
→ -5	-1	2.3	4	.	-18	0.0	-15	0
- CC1CCCCC1NC(=O)c1ccncc1 (stereo unspecified)
→ -3	1	0.7	4	-3	-3	0.1	-25	2
- Cc1cccc(-n2c(C)n[nH]c2=S)c1
→ 1	-2	0.1	1	-9	-4	0.4	2	-7
- Cc1ccc(CNC(=O)C2CCCN(c3nn4cc(-c5ccc(C)cc5)nc4s3)C2)cc1 (stereo unspecified)
→ -3	13	-0.2	2	.	-25	0.1	-16	4

Compound activity: PubChem BioAssay, National Center for Advancing Translational Sciences (NCATS)
